# Screening results (PubChem)
# SV40 large T antigen – SV40 large T antigen inhibitors, biochemical (AID 1903) | SV40 large T antigen ATPase/helicase inhibition assay; higher % means a stronger effect | actives 0.39% (n = 310,000) | inhibition, % at 20 µM; hits with a dose series show IC50 in µM; in the data active means a potency from the dose series; inconclusive means inhibition mostly from about 32% at the one dose, without a potency; inactive means the rest, 99 in 100 with inhibition below about 32%; further: strong numbers were not always called active
# HIV peptide binding – inhibitors of HIV fusion peptide binding, primary screen, biochemical, uHTS, fluorescence dequenching (AID 1986) | one-dose inhibition, % at 20 µM; IC50 in µM for titrated hits | actives 0.3% (n = 290,000) | cell-free peptide binding, fluorescence dequenching, 30 min; higher % means a stronger effect; in the data active means inhibition mostly above about 52%, no sharp cut-off; inactive means mostly below about 76%; further: some results filed as inactive read as strong as hits
# NS5 inhibitors – Dengue-2 NS5 methyltransferase inhibitors, primary screen, biochemical, confirmation dose response (AID 588689); actives 0.3% (n = 340,000); Dengue-2 NS5 methyltransferase capping enzyme assay, biochemical; higher % means a stronger effect; one-dose inhibition, % at 25 µM; IC50 in µM for titrated hits; in the data active means a potency from the dose series; inconclusive means inhibition above about 29% without an active follow-up result
# LYP phosphatase – PTPN22 lymphoid phosphatase activity blockers – biochemical, fluorescence intensity, uHTS (AID 1779) | inhibition, % at 11.5 µM; hits with a dose series show IC50 in µM | recombinant LYP phosphatase, fluorescence intensity; higher % means a stronger effect | actives 0.054% (n = 290,000); in the data active means inhibition above about 50%;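 further: plate controls were vehicle with enzyme for no effect and no enzyme for full effect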
# RSV CPE inhibition – RSV antiviral activity via CPE protection, HEp-2 cells, primary 10 µM value included (AID 2391) | HEp-2 cells, RSV-induced CPE inhibition; higher % means a stronger effect | CPE inhibition, % at 10 µM; hits with a dose series show IC50 in µM | actives 0.13% (n = 310,000); in the data active means a potency from the dose series; inconclusive means CPE inhibition mostly from about 23% at the one dose, without a potency; inactive means the rest, 99 in 100 with CPE inhibition below about 21%; further: strong numbers were not always called active
# XIAP displacement – small molecules displacing peptide from XIAP – biochemical, IAP family, fluorescence polarization (AID 1018) | actives 0.007% (n = 200,000) | XIAP BIR domain, fluorescence polarization peptide displacement; higher % means a stronger effect | displacement, % at 20 µM, or IC50 in µM where a hit was titrated; in the data active means displacement above about 50%; further: a part of the inactive calls stands beside numbers as strong as those of hits
# SIAH1 antagonists – blockers of Siah-1 interaction with plectin peptide – biochemical, fluorescence polarization, rhodamine-plectin, uHTS, primary screen (AID 1817); actives 0.02% (n = 290,000); displacement, % at 20 µM, or IC50 in µM where a hit was titrated; Siah-1 / rhodamine-plectin peptide fluorescence polarization; higher % means a stronger effect;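 active means displacement of at least 50% at 20 µM, with a fluorescence ratio check between 0.3 and a set limit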;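 further: plate controls were Siah plus tracer with DMSO for no effect and tracer alone without Siah for full effect; strong numbers were not always called active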
# MgcRacGAP inhibition – MgcRacGAP GTPase-activating activity inhibitors, confirmation, biochemical, ADP Hunter fluorescence | MgcRacGAP-stimulated Rac1 GTP hydrolysis, ADP Hunter fluorescence; higher % means a stronger effect; GST-tagged Rac1 F28L mutant substrate | inhibition, % at 30 µM; hits with a dose series show IC50 in µM | actives 0.6% (n = 340,000) | AID 624330;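 active means first-screen hits whose inhibition reached a set limit at any dose in the follow-up dose series; inconclusive means inhibition above the set first-screen limit but never retested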;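 further: fluorescence reports GDP produced by GAP-driven GTP hydrolysis; strong numbers were not always called active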
# AID2073 – inhibitors of Mint1-CaV2.2 protein interaction, biochemical, HTRF (AID 2073) | HTRF protein-protein interaction, Mint1-CaV2.2; higher % means a stronger effect | actives 0.19% (n = 290,000) | inhibition, % at 20 µM, or IC50 in µM where a hit was titrated; in the data active means inhibition mostly above about 51%, no sharp cut-off; inconclusive means no clear call, values can overlap the other calls; inactive means mostly below about 53%; further: some results filed as inactive read as strong as hits
# NS5 inhibitors pilot replicate – recorded beside NS5 inhibitors, whose call it bears; inhibition, %; measured here: pilot screen replicate inhibition
# * hit, by the source's call; ? = inconclusive; . = no result given; & = joins results of further samples.
SMILES,SV40 large T antigen,HIV peptide binding,NS5 inhibitors,LYP phosphatase,RSV CPE inhibition,XIAP displacement,SIAH1 antagonists,MgcRacGAP inhibition,AID2073,others
Cc1ccc2c(c1)NC(=O)C(CC(=O)NCCCN1CCc3ccccc3C1)O2 (stereo not drawn),7%,-0.7%,-4%,-6%,-0.7%,-3.2%,-1%,11%,-7%,
COCCNC(=O)/C(C#N)=C/c1ccc(O)cc1,17%,-1.1%,-9%,-4%,1.4%,.,-2%,15%,13%,
Cc1ccccc1OCCN1CCCC1,5%,2.0%,0%,-8%,1.4%,.,4%,176µM*,1%,
CC(C)C(=O)Nc1cccc(S(=O)(=O)c2cccc(NC(=O)C(C)C)c2)c1,4%,3.5%,4%,-6%,4.1%,-5.5%,12%,-10%,-4%,
COc1cc(/C=N/NC(=O)c2cccnc2)ccc1OCC(=O)Nc1ccccc1Cl,30%,14%,8%,-4%,?,-1.4%,0%,14%,43%,
CCOc1ccc(NC(=O)[C@@H](NC(=O)c2ccccc2)[C@@H](C)CC)cc1,12%,-0.7%,2%,0%,1.6%,-2.5%,-1%,8%,?,
COc1ccc(/C=C/CN2CCCC(CO)(Cc3cccc(Cl)c3)C2)cc1 (stereo not drawn),1%,0.3%,-6%,-9%,1.6%,0.9%,-4%,10%,-2%,
COC(=O)c1cccc(C(=O)N2CCCC(C(=O)c3cc(F)ccc3F)C2)c1 (stereo not drawn),9%,-2.0%,4%,-7%,1.7%,-4.4%,1%,11%,-4%,
S=c1[nH]nc(COc2ccccc2)n1/N=C/C(Cl)=C/c1ccccc1,11%,-3.0%,1%,-9%,-2.0%,0.4%,5%,16%,-9%,
Cc1cccc(NC(=O)c2ccc3[nH]c(=O)c(=O)[nH]c3c2)n1,10%,-1.1%,-4%,-6%,3.5%,.,7%,-18%,3%,
CC(C)Cc1cc(C(=O)NCCc2ccccc2)no1,12%,-0.9%,1%,-1%,4.2%,0.4%,-9%,9%,2%,
Cc1ccc2nc(-c3ccsc3)c(NC3CCCC3)n2c1,13%,0.2%,-9%,-10%,-0.5%,-5.1%,2%,15%,44%,
Cc1nc(NC(=O)/C=C/c2ccc(F)cc2)sc1C(=O)N(C)C,4%,0.0%,-8%,8%,0.7%,-3.0%,22%,-4%,-1%,
CC(=O)Nc1ccc(NC(=O)Cn2cnc(S(=O)(=O)N3CCOCC3)c2)cc1,0%,-2.3%,4%,-6%,.,.,-7%,-17%,13%,
Cc1nn(C)c(Oc2cccc(Cl)c2)c1C#N,4%,0.0%,0%,-3%,3.0%,-5.1%,-2%,6%,2%,
Cc1cccc2c1cnn2C(=O)CCC(=O)NC1CCCCC1,5%,-1.1%,-6%,-10%,0.4%,.,-5%,-2%,1%,
CCN1C(=O)C(C)S/C1=N\S(=O)(=O)c1ccc(Cl)s1 (stereo not drawn),0%,-1.1%,1%,-4%,0.0%,2.9%,4%,-2%,-9%,
CCOC(=O)N1CCC(NC(=O)C2CCCN(Cc3nc(-c4cccc(Cl)c4)oc3C)C2)CC1 (stereo not drawn),4%&16%,3.0%,-3%,-5%,0.7%,0.9%,-4%,4%,1%,
CCN(CC(=O)Nc1ccccc1OC)C(=O)COc1ccc2ccccc2c1,6%,-1.8%,-1%,-2%,5.1%,-2.6%,7%,7%,7%,
OCC[C@@H]1C[C@H](O)[C@@H](O)[C@]2(OCc3ccccc32)O1,1%,2.4%,2%,-10%,-0.5%,.,2%,6%,8%,
COc1ccc(/C=C2\CCc3ccccc3C2=O)cc1CN1CCOCC1,7%,-1.8%,-6%,-1%,-2.0%,.,6%,-4%,31%,
COCCCn1c(=S)[nH]c2ncccc2c1=O,1%,-0.5%,-5%,-5%,0.1%,-1.0%,2%,3%,-16%,
CC(C#N)Sc1nnc(-c2ccccc2F)n1C1CC1 (stereo not drawn),8%,-0.3%,3%,-8%,2.2%,.,-3%,2%,10%,
CC(c1ccccc1F)n1cc(C(=O)NCCCn2ccnc2)nn1 (stereo not drawn),2%,1.9%,.,-8%,0.7%,-7.8%,0%,3%,7%,
Cc1c(C(=O)c2cccc(F)c2)c2ccccn2c1CCC#N,16%,-2.1%,-3%,-4%,3.3%,-8.6%,-3%,5%,17%,
# Later entries
SMILES,SV40 large T antigen,HIV peptide binding,NS5 inhibitors,LYP phosphatase,RSV CPE inhibition,XIAP displacement,SIAH1 antagonists,MgcRacGAP inhibition,AID2073,others
COc1ccc(-c2cccc(NS(=O)(=O)c3cc([N+](=O)[O-])c(C)c([N+](=O)[O-])c3)c2)nn1,15%,.,-2%,.,0.0%,.,.,15%,.,
Cn1c(SCc2n[nH]c(=S)o2)nnc1-c1ccccc1,2%,-2.2%,-6%,-2%,2.3%,0.8%,13%,12%,4%,
COc1cc(C)c(C)cc1S(=O)(=O)n1c(C)nc2ccccc21,4%,0.4%,-5%,-6%,2.3%,.,9%,5%,-7%,NS5 inhibitors pilot replicate=-3.4
Cc1ccccc1C(=O)Nc1c(C)[nH]c(=O)[nH]c1=O,13%,-2.3%,-6%,-9%,2.1%,.,-8%,11%,19%,
COc1cccc(CN2CCC(n3nccc3NC(=O)CCOc3ccccc3)CC2)c1,16%,-0.8%,-10%,-12%,-2.4%,.,3%,12%,11%,
COC(=O)c1ccccc1NC(=O)NCC1CCCO1 (stereo not drawn),4%,-3.3%,-8%,0%,0.1%,1.5%,-7%,11%,11%,NS5 inhibitors pilot replicate=2.1
CCn1nc(C)c(CNCc2cn[nH]c2-c2cc3ccccc3o2)c1C,22%,0.0%,0%,-5%,-1.5%,.,2%,8%,-6%,
COc1ccc(NC(=O)CCn2ccnc2)c(OC)c1,6%,0.7%,-3%,0%,3.9%,.,5%,18%,5%,
COc1cccc2c1OC1(C)CC2NC(=O)N1c1cccc(C(=O)N2CCN(c3ccccn3)CC2)c1 (stereo not drawn),17%,-2.0%,-8%,-8%,-0.4%,0.3%,3%,8%,-9%,
O=C(C1=C(O)C(=O)N(CCCN2CCOCC2)C1c1ccccn1)c1cc2ccccc2o1 (stereo not drawn),5%,1.4%,2%,-6%,-0.7%,-0.4%,2%,-3%,10%,
COc1ccc(OCCCC(=O)Nc2ccc(N3CCOCC3)cc2)cc1,7%,-1.0%,-3%,-7%,0.6%,-4.4%,-3%,6%,7%,
CCOC(=O)N1CCN(C(=O)C(=O)Nc2sc3c(c2C#N)CC(C)(C)OC3)CC1,9%,4.4%,-3%,-6%,1.4%,.,3%,5%,-19%,
CS(=O)(=O)N(CC(=O)NCc1ccccc1Cl)Cc1ccccc1,3%,2.7%,4%,-10%,-0.3%,-5.4%,2%,6%,-6%,
Cc1ccc(C(=O)OCC(=O)N(C)C2CCS(=O)(=O)C2)cc1[N+](=O)[O-] (stereo not drawn),1%,-0.5%,-3%,-6%,-0.2%,-4.0%,-5%,5%,-2%,
CCOc1ccc(-c2[nH]ncc2-c2ccc(Cl)cc2)c(O)c1,6%,0.5%,-1%,2%,9.6%,.,5%,.,14%,
CCn1nc(C)cc1C(=O)Sc1ccc(Cl)cc1Cl,11%,1.4%,-17%,3%,2.6%,.,0%,22%,-43%,
CCc1ccc(CNCc2ccc(OCC(O)CN(C)Cc3ccccc3)cc2)nc1 (stereo not drawn),10%,1.6%,-11%,-2%,?,0.9%,-2%,7%,5%,
C=CCSc1ccccc1C(=O)Nc1ncn[nH]1,11%,0.2%,3%,-6%,3.7%,.,-1%,11%,-18%,NS5 inhibitors pilot replicate=3.3
CC(=O)c1c(C(C)=O)c(C)n(NC(=O)c2cccnc2)c1C,13%,8.8%,-3%,-9%,-1.3%,-5.0%,-1%,-1%,7%,
Cc1cc(=O)n2ncnc2n1COCCO,5%,-1.3%,0%,-9%,0.3%,-3.7%,-2%,8%,9%,
Cc1cc(OCC(=O)Nc2ccc3oc(=O)ccc3c2)ccc1Cl,0%,0.2%,-7%,-5%,-0.8%,.,0%,5%,25%,
O=C(CNC(=O)C(c1ccccc1)c1ccccc1)N/N=C\c1ccc2c(c1)OCO2,0%,0.8%,-5%,-1%,1.4%,-5.2%,-1%,5%,7%,
O=C(Nc1nc(-c2ccc(-c3ccccc3)cc2)cs1)c1cnccn1,5%,1.9%,1%,-5%,6.5%,-5.1%,3%,12%,28%,
Cc1ccccc1NC(=S)NNc1ncc(C(F)(F)F)cc1Cl,5%,-1.9%,-6%,-6%,0.0%,-8.2%,-4%,3%,-21%,
COc1cc(-c2[nH]ncc2CN(C)Cc2cc(C)[nH]n2)cc(OC)c1OC,12%,-0.3%,7%,-3%,-0.1%,-5.6%,4%,10%,-6%,
# (continued)
SMILES,SV40 large T antigen,HIV peptide binding,NS5 inhibitors,LYP phosphatase,RSV CPE inhibition,XIAP displacement,SIAH1 antagonists,MgcRacGAP inhibition,AID2073,others
O=c1[nH]c(CN2CCN(C/C=C/c3ccccc3)CC2)nc2cc(Cl)ccc12,5%,-0.2%,-6%,-11%,-1.8%,-2.2%,0%,5%,16%,
CC1(C)CC(NS(=O)(=O)c2ccc(S(=O)(=O)N3CCOCC3)cc2)CCO1 (stereo not drawn),4%,2.6%,-6%,-2%,-0.2%,-8.3%,1%,7%,-4%,
CC(=O)c1cccc(NC(=O)NC(C)C2CCCO2)c1 (stereo not drawn),20%,-1.4%,2%,-10%,2.5%,-1.0%,-3%,10%,9%,
Cc1ccc(N(CCC(=O)Nc2nnc(C3CC3)s2)S(=O)(=O)c2ccccc2)cc1,6%,-0.2%,.,-7%,1.8%,-6.6%,3%,.,-65%,
Fc1ccc(-n2cc(-c3ccccc3)c3c(N4CCOCC4)ncnc32)cc1,4%,-0.3%,-7%,2%,-1.1%,-5.2%,-4%,0%,-1%,
CCOc1ccc(CN2CCC(n3nccc3NC(=O)CCCc3ccccc3)CC2)cc1,-3%,-1.8%,2%,-5%,7.8%,.,1%,4%,4%,
COc1ccc(N2CCN(CC(O)COc3ccc(C)cc3C)CC2)cc1 (stereo not drawn),17%,-1.5%,-1%,-10%,1.1%,.,0%,10%,?,

# Entries above that contain a nitro group on carbon, in the order listed:
SMILES,SV40 large T antigen,HIV peptide binding,NS5 inhibitors,LYP phosphatase,RSV CPE inhibition,XIAP displacement,SIAH1 antagonists,MgcRacGAP inhibition,AID2073,others
COc1ccc(-c2cccc(NS(=O)(=O)c3cc([N+](=O)[O-])c(C)c([N+](=O)[O-])c3)c2)nn1,15%,.,-2%,.,0.0%,.,.,15%,.,
Cc1ccc(C(=O)OCC(=O)N(C)C2CCS(=O)(=O)C2)cc1[N+](=O)[O-] (stereo not drawn),1%,-0.5%,-3%,-6%,-0.2%,-4.0%,-5%,5%,-2%,
